# Bioassay records as filed in PubChem.
# TEAD-YAP block: TEAD-YAP interaction inhibition | HEK-TIYL cells, TEAD-Gal4/YAP UAS-luciferase luminescence | inhibition, % at 9.12 µM | 640,000 compounds, 1.4% hits; in the data active means inhibition above about 32%;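 further: 0% = median of test compound wells and 100% = reference inhibitor wells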
# MITF primary: blocks human microphthalmia-associated transcription factor | inhibition, % at 2.6 µM | AID 1259374 | O75030 | AlphaScreen MITF homodimerization, bead proximity signal | 650,000 compounds, 0.91% hits; in the data active means inhibition above about 50%;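 further: 0% = vehicle wells with protein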
# Target sequence (O75030 whole entry, looked up): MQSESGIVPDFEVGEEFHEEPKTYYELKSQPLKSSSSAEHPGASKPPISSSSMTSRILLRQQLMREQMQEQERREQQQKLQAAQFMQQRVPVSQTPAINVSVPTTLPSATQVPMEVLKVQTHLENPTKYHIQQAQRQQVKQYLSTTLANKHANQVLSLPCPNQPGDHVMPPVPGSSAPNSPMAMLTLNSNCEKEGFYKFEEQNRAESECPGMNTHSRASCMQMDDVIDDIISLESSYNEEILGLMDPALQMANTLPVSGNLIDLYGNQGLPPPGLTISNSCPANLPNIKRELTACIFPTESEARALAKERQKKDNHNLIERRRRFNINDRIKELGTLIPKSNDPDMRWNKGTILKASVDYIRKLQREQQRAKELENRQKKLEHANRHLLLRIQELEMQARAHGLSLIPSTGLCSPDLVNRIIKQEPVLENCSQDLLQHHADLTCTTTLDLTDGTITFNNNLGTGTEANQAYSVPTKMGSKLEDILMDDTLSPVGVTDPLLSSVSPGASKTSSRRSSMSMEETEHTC
# GPR151 ag: activators of human GPR151. activation, % at 11.2 µM. 650,000 compounds, 1% hits. Q8TDV0. PathHunter beta-arrestin GPR151 cells, luminescence; in the data active means activation above about 4.9%;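 further: 0% = median of compound wells and 100% = cells with positive control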
# FBW7 act: human FBW7 E3 ligase activation, primary screen; Q969H0; AlphaScreen FBW7–phospho-cyclin E peptide binding, activator screen; normalized activity (activation), % at 26.1 µM; 650,000 compounds, 0.13% hits; in the data active means normalized activity above about 1.9%;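 further: purified mutant Fbw7 with reduced substrate affinity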
# * marks the source's active call; other numbers are inactive results.
SMILES,TEAD-YAP block,MITF primary,GPR151 ag,FBW7 act
CC(=O)Nc1ccc(Nc2cc(NCCCN3CCCC3=O)ncn2)cc1,-8,9,-3.5,-0.2
CCOC(=O)c1c(NC(=O)CSc2nnc(-c3ccncc3)o2)sc2c1CCCC2,5,-8,1.9,0.0
O=c1c(Cl)c(NCCO)cnn1C12CC3CC(CC(C3)C1)C2,11,7,0.4,0.0
Cc1cc(Br)cc(C)c1OCC(=O)NCC1CCCO1 (centres undefined),-13,2,-0.3,0.0
COc1cccc(N2C(=O)c3ccc(C(=O)Nc4ccccc4O)cc3C2=O)c1,5,12,-4.4,0.0
CCNC(=O)/C(=C/c1ccccc1)NC(=O)c1ccc(Br)cc1,-1,-6,1.6,0.1
O=C(COc1ccc(F)cc1F)N1CCCC1,1,8,2.4,0.3
Cc1cc(=O)n(CC(=O)Nc2cccc(C)c2C)c(-n2nc(C)cc2C)n1,0,1,3.9,0.1
O=C(c1cc(-c2ccc(Br)cc2)on1)N1CCCC1,-56,9,-0.6,0.0
CC(C)(C)c1nnc(N/N=C/c2ccccc2)n(N)c1=O,-3,-1,1.1,0.1
CC(=O)N/C(=C\c1ccccc1)C(=O)Nc1ccc(C)c(F)c1,-10,1,0.7,-0.1
CCOC(=O)c1cnc2ccccc2c1Nc1cccc(Cl)c1Cl,2,12,-1.4,0.8
COC(=O)c1ccc(C(=O)OC)c(NC(=O)c2cc(-c3ccccc3)nc3ccccc23)c1,-2,7,0.6,0.1
Cc1ccc2c(c1)CN(CC(=O)N1CCCC(C)C1)CC(c1ccsc1)O2 (centres undefined),12,2,-0.7,-0.2
CC(CCc1ccccc1)Nc1nc(Cl)c(C#N)s1 (centres undefined),-5,-14,0.7,0.0
O=C(CSc1ncccc1C(=O)NCCC1=CCCCC1)Nc1ccccc1C(F)(F)F,3,9,0.1,0.4
O=C(COc1ccc(Br)cc1Cl)NCCO,-7,28,0.5,0.2
COc1ccc(C2C(CC(=O)O)=C(Nc3ccccc3)C(=O)N2c2ccccc2)cc1 (centres undefined),-11,0,-0.6,-0.1
COc1ccc(N2CCN(C(=O)c3sc4nc5cc(OC)ccc5cc4c3N)CC2)cc1,-3,11,-0.3,0.5
COc1cc(C=Nc2cccc3c(=O)[nH][nH]c(=O)c23)c([N+](=O)[O-])cc1OC,-8,-10,0.9,0.0
O=C(Cn1cnc2c(nnn2Cc2ccc(Cl)cc2)c1=O)NC1CCCCC1,2,6,0.0,-0.1
COc1cc2c(cc1OC)C1C(C(=O)NCCN(C)C)c3ccccc3C(=O)N1CC2 (centres undefined),2,6,0.2,0.0
O=C1c2ccccc2C(=O)N1c1cccc(-c2csc(Nc3cc(Cl)cc(Cl)c3)n2)c1,0,-4,0.4,-0.1
Cc1cc(C)c(NC(=O)CCS(=O)(=O)c2ccc3c(c2)n(C)c(=O)c(=O)n3C)c(C)c1,-11,12,1.6,0.9
Cc1[nH]c(=O)n(C)c(=O)c1CCC(=O)Nc1ccc(C(C)C)cc1,6,-14,0.1,-0.3
Cc1cccc2[nH]c(SCC(=O)N3CCOCC3)nc12,-11,-1,-0.2,-0.2
CCn1nnnc1NCc1cccn1C,-6,-9,-0.1,-0.1
NC(=O)NC(CC(=O)NNC(=O)c1ccccc1)c1cccc(Oc2ccccc2)c1 (centres undefined),-5,5,-0.1,0.0
Cc1ccccc1SCC(=O)OCc1cc([N+](=O)[O-])cc2c1OCOC2,-3,-3,-0.5,-0.1
CCCCSc1nc(N)c(NC(=O)c2ccco2)c(=O)[nH]1,3,16,-2.2,1.2
CN(c1ccc(F)cc1)S(=O)(=O)c1ccc2[nH]cc(C(=O)NCc3ccccn3)c(=O)c2c1,5,5,0.4,-0.2
CCN1CCN(C(c2ccc(OC)c(OC)c2)c2nnnn2C(C)(C)C)CC1 (centres undefined),-48,1,-2.4,0.7
CCN(CC)C(=O)[C@@H]1C[C@@H](NCc2ccccc2)CN1Cc1ccccc1Cl,3,8,-0.8,0.1
COC(=O)C1=C(C)N=c2s/c(=C/c3ccccc3F)c(=O)n2C1c1ccccc1Cl (centres undefined),3,3,-1.3,-0.1
C/C(CS(=O)(=O)c1ccc(Cl)cc1)=N/N=C1/NC(=O)CS1,-6,10,2.7,0.1
O=C(c1cccc(F)c1)N1CCN(C(=O)c2ccco2)CC1,-6,8,-1.1,0.4
CCOC(=O)c1c(NC(=O)c2ccc(S(=O)(=O)N(C)c3ccccc3)cc2)sc2c1CCN(C(=O)OCC)C2,2,1,1.1,0.2
O=C(Nc1ccc(N2CCOCC2)cc1)c1cccc(N2CCC(N3CCOCC3)CC2)n1,-13,18,2.3,0.5
COc1cc(C)c(S(=O)(=O)n2cnc3cc([N+](=O)[O-])ccc32)cc1C,-7,-17,-0.1,0.2
CCC(=O)N1CCc2cc(OC)c(OC)cc2C1COc1ccc(C(C)C)cc1 (centres undefined),1,13,4.6,0.0

# Quoted at random: two entries already listed, in no set order.
SMILES,TEAD-YAP block,MITF primary,GPR151 ag,FBW7 act
O=C(Nc1ccc(N2CCOCC2)cc1)c1cccc(N2CCC(N3CCOCC3)CC2)n1,-13,18,2.3,0.5
CN(c1ccc(F)cc1)S(=O)(=O)c1ccc2[nH]cc(C(=O)NCc3ccccn3)c(=O)c2c1,5,5,0.4,-0.2

# The listing continues.
SMILES,TEAD-YAP block,MITF primary,GPR151 ag,FBW7 act
O=C(c1cc2ccccc2o1)N1CCN(Cc2ccsc2)CC1,-13,18,-2.6,0.7
COc1ccc(/C=C/c2nc(O)c([N+](=O)[O-])c(=O)[nH]2)cc1I,1,2,2.3,-0.3
O=[N+]([O-])c1cccc(-c2nnc3n2-c2ccccc2SC3)c1,11,6,1.3,-0.2
COc1ccc(OCC(=O)Nc2ccc(-c3nc4cc(Cl)ccc4o3)cc2)cc1,-16,17,0.1,0.5
COc1ccc(-c2nnc(SCC(=O)NC(=O)NCc3ccccc3)o2)cc1OC,-8,7,1.0,0.4
CCOC(=O)c1sc2nc(SCc3csc4ccc(Cl)cc34)n(Cc3cccs3)c(=O)c2c1C,-1,10,1.7,-0.1
O=C(O)CN=C1CCc2ccccc2N1,-3,3,-0.2,-0.1
O=C(c1ccccc1F)N1CCN(c2ccc(-c3cccs3)nn2)CC1,-43,20,-0.2,0.0
COC(=O)Nc1nc2c(C)cccc2s1,-11,-7,0.2,0.0
N#CCCN(C(=O)CSc1nc(-c2ccccc2)cn1N)c1ccc(F)cc1,-1,11,-1.3,0.0
O=C1CCCc2c1n(CCN(Cc1ccccc1)Cc1ccccc1)c1ccc([N+](=O)[O-])cc21,2,11,1.6,-0.1
CC1CCCCC1NC(=O)CN1C(=O)COc2ccccc21 (centres undefined),-5,5,-0.1,-0.1
CCOc1ccc2c(c1)-c1c(ssc1=S)C(C)(C)N2C(=O)C(C)C,-4,24,1.3,-0.8
CCc1nc2nc(C)cc(NCc3ccccc3OC)n2n1,-2,-10,0.5,-0.1
O=C(NCC1(O)CCCC1)c1cccc(Br)c1,-1,14,0.0,0.0
CSc1cccc(NC(=O)CN(C2CCCCC2)S(=O)(=O)c2ccccc2)c1,8,17,-0.1,0.5
O=C1C(NS(=O)(=O)c2ccccc2)=C([n+]2ccc3ccccc3c2)C(=O)c2ccccc21,-30,3,-1.4,-0.3
CCOc1cc(/C=C2/SC(N)=NC2=O)ccc1OCc1ccccc1,6,13,0.4,0.0
CCOC(=O)N1CCN(S(=O)(=O)c2ccc(C)cc2)CC1,15,0,-0.7,0.0
NC(=O)c1cc2cc(Cl)cc(Cl)c2oc1=Nc1cccc(F)c1,-1,-6,0.4,-0.1
Cc1ccc(-c2n[nH]c(=S)n2-c2ccccc2)cc1,-5,6,1.1,0.0
CC(=O)Nc1ccc(NC(=O)CSc2nn3c(=O)c(C)nnc3s2)cc1,-8,-1,2.6,0.0
COC(=O)c1ccc(NC(=O)CCN2C(=O)c3cccc([N+](=O)[O-])c3C2=O)cc1,3,8,2.3,1.3
COC(C(=O)NCC1CCC2(CCN(C(=O)c3ccoc3)CC2)O1)c1ccccc1 (centres undefined),5,-10,2.5,-0.1
CC(=O)Oc1c(Cl)cc(C2C3=C(CC(C)(C)CC3=O)OC3=C2C(=O)CC(C)(C)C3)cc1Cl,11,15,-0.1,0.2
CCC(=O)N1c2ccccc2-c2nnc(SC)nc2OC1c1ccc(Br)cc1 (centres undefined),-1,10,2.6,0.0
O=C1OC(c2cc(Cl)ccc2Cl)=N/C1=C\c1ccc2c(c1)OCO2,6,14,0.4,0.0
Cc1ccc(C(=O)N/C(=C/c2cccc([N+](=O)[O-])c2)C(=O)NC(CC(C)C)C(=O)O)cc1 (centres undefined),0,3,1.1,0.0
COCC(=O)Nc1cnn(-c2cccc(C(=O)NCC3OCCc4ccccc43)c2)c1 (centres undefined),3,18,0.4,0.5
O=C1O[C@@H]2C[C@H]3C[C@@H]2[C@@H]1[C@H]3C(=O)N1CCN(c2cccc(Cl)c2)CC1,2,8,1.6,-0.1
CCOc1ccccc1CN1CCN(Cc2ccc(OC)cc2)CC1CCO (centres undefined),-1,-6,-1.1,0.0
COc1ccc(C(=O)NCc2cn3ccc(C)cc3n2)cc1,-3,-10,-0.5,0.2
Cc1cc(-n2c(SCc3cc(=O)n4c(C)cccc4n3)nc3n[nH]c(C)c3c2=N)ccc1Cl,-14,16,0.9,0.4
COc1ccc(CN2CCN(Cc3ccc(Cl)cc3)CC2)c(OC)c1OC,10,82*,-1.1,-0.1
CCc1nnc(NC(=O)c2sc3nc4c(cc3c2N)CCCCC4)s1,-61,4,-0.2,0.0
CCN(CC)c1ccc(/C=N/NC(=O)c2cc(C)oc2C)c(O)c1,53*,10,-4.1,-1.1
Cc1nn(-c2ccccc2)c2sc(C(=O)N3CCOCC3)cc12,-70,-1,-0.6,0.1

# Of the compounds above, these have an aryl thioether with sulfur outside any ring:
SMILES,TEAD-YAP block,MITF primary,GPR151 ag,FBW7 act
CCOC(=O)c1c(NC(=O)CSc2nnc(-c3ccncc3)o2)sc2c1CCCC2,5,-8,1.9,0.0
O=C(CSc1ncccc1C(=O)NCCC1=CCCCC1)Nc1ccccc1C(F)(F)F,3,9,0.1,0.4
Cc1cccc2[nH]c(SCC(=O)N3CCOCC3)nc12,-11,-1,-0.2,-0.2
Cc1ccccc1SCC(=O)OCc1cc([N+](=O)[O-])cc2c1OCOC2,-3,-3,-0.5,-0.1
CCCCSc1nc(N)c(NC(=O)c2ccco2)c(=O)[nH]1,3,16,-2.2,1.2
COc1ccc(-c2nnc(SCC(=O)NC(=O)NCc3ccccc3)o2)cc1OC,-8,7,1.0,0.4
CCOC(=O)c1sc2nc(SCc3csc4ccc(Cl)cc34)n(Cc3cccs3)c(=O)c2c1C,-1,10,1.7,-0.1
N#CCCN(C(=O)CSc1nc(-c2ccccc2)cn1N)c1ccc(F)cc1,-1,11,-1.3,0.0
CSc1cccc(NC(=O)CN(C2CCCCC2)S(=O)(=O)c2ccccc2)c1,8,17,-0.1,0.5
CC(=O)Nc1ccc(NC(=O)CSc2nn3c(=O)c(C)nnc3s2)cc1,-8,-1,2.6,0.0
CCC(=O)N1c2ccccc2-c2nnc(SC)nc2OC1c1ccc(Br)cc1 (centres undefined),-1,10,2.6,0.0
Cc1cc(-n2c(SCc3cc(=O)n4c(C)cccc4n3)nc3n[nH]c(C)c3c2=N)ccc1Cl,-14,16,0.9,0.4
